NALP3 yeast inh: blocks the NALP3 inflammasome reconstituted in yeast; hit rate 0.39% among 330,000; Yeast reconstituted NLRP3/ASC/caspase-1, beta-gal luminescence, 24 h; inhibition, % at 10 µM;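 active = inhibition of 50% or more; inactive = inhibition below 50%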;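 also: plate controls were induced DMSO wells for no effect and uninduced yeast grown without galactose for full effect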
ATG4B inhibitor: ATG4B (human) cysteine protease inhibition; Q9Y4P1; inhibition, % at 8.33 µM; ATG4B cleavage of LC3-PLA2, NBD-HPC fluorescence, 1 h; hit rate 0.51% among 340,000; in the data active = inhibition above about 40%
Target sequence (Q9Y4P1 whole entry, looked up): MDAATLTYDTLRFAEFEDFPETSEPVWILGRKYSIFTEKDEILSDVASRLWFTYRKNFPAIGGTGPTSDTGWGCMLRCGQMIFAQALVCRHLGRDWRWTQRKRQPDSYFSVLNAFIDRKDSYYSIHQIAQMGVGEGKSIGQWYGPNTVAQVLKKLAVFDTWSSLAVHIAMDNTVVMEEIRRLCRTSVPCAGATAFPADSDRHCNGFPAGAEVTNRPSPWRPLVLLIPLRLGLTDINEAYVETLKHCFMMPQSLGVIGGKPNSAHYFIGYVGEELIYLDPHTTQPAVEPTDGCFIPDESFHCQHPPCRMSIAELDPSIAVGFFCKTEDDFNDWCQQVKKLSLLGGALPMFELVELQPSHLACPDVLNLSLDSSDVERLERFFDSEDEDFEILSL
mIAP activ: mouse IAP activation; muIAP, CDP-Star luminescence, 30 min; stronger effect = higher value; 1 = vehicle-only enzyme signal, 0 = enzyme-free wells; activation factor at 10 µM; hit rate 0.24% among 330,000; AID 2805;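 active = activation factor of at least 2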; also: the source names both 10 and 20 µM as test concentration; values of inactives mirror those of a sister screen read the other way
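System: mouse IAP enzyme. Reagent: CDP-Star chemiluminescent phosphatase substrate. Benchmarks: DMSO wells, no-enzyme wells. Times: 30 min enzyme-substrate-compound incubation at room temperature. Detection: luminescence from enzymatic CDP-Star hydrolysis. Doses: test compounds delivered from DMSO solution.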
hIAP inh: human IAP inhibition; purified IAP, CDP-Star luminescence, 30 min; P09923; hit rate 0.12% among 330,000; inhibition, % at 10 µM; AID 2544;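 active = inhibition reaching a set limit with compound at 10 µM in the primary screen, cut at about 35% in these data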;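 also: plate controls were DMSO wells with enzyme for no effect and no-enzyme buffer wells for full effect; values of inactives mirror those of a sister screen read the other way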
Target sequence (P09923 whole entry, looked up): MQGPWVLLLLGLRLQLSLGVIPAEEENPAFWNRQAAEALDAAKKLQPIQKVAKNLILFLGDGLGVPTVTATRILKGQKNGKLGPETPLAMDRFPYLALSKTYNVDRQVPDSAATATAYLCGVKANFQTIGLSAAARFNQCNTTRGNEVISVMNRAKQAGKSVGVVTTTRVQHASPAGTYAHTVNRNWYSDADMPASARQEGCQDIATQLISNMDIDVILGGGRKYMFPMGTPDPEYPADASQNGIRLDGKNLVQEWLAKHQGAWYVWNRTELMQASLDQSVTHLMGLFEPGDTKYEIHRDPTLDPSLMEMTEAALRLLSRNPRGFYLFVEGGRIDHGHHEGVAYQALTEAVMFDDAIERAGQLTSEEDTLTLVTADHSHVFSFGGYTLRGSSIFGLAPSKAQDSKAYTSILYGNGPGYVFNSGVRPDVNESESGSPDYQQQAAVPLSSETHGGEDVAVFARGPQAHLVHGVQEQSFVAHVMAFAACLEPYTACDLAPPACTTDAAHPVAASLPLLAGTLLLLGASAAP
mIAP block: blocks mouse intestinal alkaline phosphatase; purified mouse IAP, CDP-Star luminescence, 30 min; inhibition, % at 10 µM; hit rate 0.2% among 330,000;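 active = inhibition of at least 40% at 10 µM in the primary screen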;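 also: plate controls were DMSO with enzyme for no effect and no enzyme wells for full effect; values of inactives mirror those of a sister screen read the other way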
Apaf1 inhib: blocks human Apaf-1 apoptosome activity; inhibition, % at 20 µM; reconstituted apoptosome caspase-3 activity, DEVD-Rh110 fluorescence; hit rate 0.71% among 330,000; active = inhibition of at least 40% at 20 µM;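 also: plate controls were DMSO wells for no effect and DEVD-CHO caspase inhibitor wells for full effect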
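Material: reconstituted apoptosome with Apaf-1, cytochrome c, caspase-9, procaspase-3, dATP. Technique: Rh110 fluorescence intensity. Buffer or medium: pH 7.5 Hepes buffer with CHAPS, BSA, DTT. Times: 30 min plus 50 min, RT.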
TIM10 inh: growth inhibitors of TIM10 yeast strain; AID 463195; hit rate 1.4% among 330,000; S. cerevisiae TIM10 strain growth, BacTiter-Glo luminescence, 24 h; inhibition, % at 10 µM;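 active = inhibition of 40% or more at the single tested concentration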;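 also: wild-type TIM10 isogenic control strain grown at permissive 25 °C; 0% = DMSO yeast wells and 100% = minimal medium wells without yeast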
hIAP activ: human IAP activation | P09923 | purified human IAP, CDP-Star luminescence, 30 min; stronger effect = higher value; 1 = vehicle-only enzyme, 0 = enzyme-free background | activation factor at 10 µM | hit rate 0.16% among 330,000 | AID 2524;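 active = activation factor of the enzyme at least 2-fold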; also: the source names both 10 and 20 µM as test concentration; values of inactives mirror those of a sister screen read the other way
tim10-1 inh: inhibits growth of tim10-1 mutant yeast; S. cerevisiae tim10-1 ts strain growth, BacTiter-Glo, 24 h; inhibition, % at 20 µM; hit rate 2.2% among 330,000; AID 463190;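 active = inhibition of at least 40%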;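 also: mutant grown at 25 °C; 0% = DMSO wells with yeast and 100% = wells holding no yeast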
Active calls of the source: *.

item	compound	TIM10 inh	mIAP block	tim10-1 inh	hIAP activ	ATG4B inhibitor	NALP3 yeast inh	mIAP activ	hIAP inh	Apaf1 inhib
1	Cc1ccc(SC(=O)c2c(C)noc2-c2cc(C)on2)cc1	12	-3	12	0.99	-1	2	1	1	3
2	Cc1nc2nc(-c3ccccc3)nn2c(C)c1Cl	1	-1	26	0.91	4	36	1	9	-1
3	Cc1cc(Cl)nc2c(C(C)C)cccc12	-3	2	3	1.3	-3	5	0.97	-26	-10
4	CCC(=Cc1ccc(CC)cn1)CC	-21	-1	13	0.91	0	20	1	9	-1
5	N#Cc1c(Cl)nc(N/N=C/c2ccccc2)c(Cl)c1Cl	13	6	23	0.99	2	20	0.94	1	9
6	COc1ccccc1-c1nc(C#N)c(N2CCN(c3ccccc3)CC2)o1	10	10	20	0.9	-1	6	0.91	10	9
7	CCn1c(SCc2cccc(C(=O)O)c2)nnc1-c1ccc(Cl)cc1	1	-3	18	0.85	-3	2	1	14	-4
8	Oc1ccc(/C=N/N2CCCCC2)cc1O	-4	7	4	1.1	-3	12	0.93	-14	2
9	CCOC(=O)C1(Cc2ccc(Cl)cc2)CCN(C(=O)C2CCCO2)CC1 (stereo not given)	-2	6	15	1.1	0	7	0.94	-10	3
10	Clc1nn2cnnc2c2ccccc12	4	-8	3	1	1	-11	1.1	-2	7
11	CCOCCCNC(=O)C1CCN(C(=O)Nc2ccc(Cl)cc2)CC1	-4	15	9	0.9	-2	0	0.85	10	-4
12	O=C(NCCN1CCOCC1)c1ccccc1-c1ccccc1	8	5	2	0.95	-1	-5	0.95	5	-6
13	CC1CCN(C(=O)COC(=O)C23CC4CC(CC(O)(C4)C2)C3)CC1	-6	-1	10	0.99	-5	4	1	1	-8
14	CCOC(=O)[C@@H]1[C@H]2COc3cc(OC)ccc3[C@H]2N2C(=O)N(c3ccc(C(F)(F)F)cc3)C(=O)[C@@]12C	24	2	27	1	3	-2	0.98	-4	6
15	Cn1ccnc1C(=O)c1cccc([N+](=O)[O-])c1	-2	1	13	1	-1	2	0.99	-5	-5
16	CC(C(=O)Nc1ccccc1Br)c1ccc([N+](=O)[O-])cc1 (stereo not given)	0	6	10	0.9	-2	20	0.94	10	1
17	CC(=O)Nc1ccc(S(=O)(=O)N2CCN(C(=O)C3COc4ccccc4O3)CC2)cc1 (stereo not given)	8	2	12	0.91	-6	-3	0.97	9	4
18	Fc1ccc(NC(=S)N/N=C/c2ccc(F)c(F)c2)c(F)c1	15	16	15	0.88	-7	8	0.84	12	-2
19	O=C(NCc1cccs1)Nc1ccc(Cl)cc1	-4	-56	25	0.97	26	32	1.6	3	11
20	CC(C)CC(=O)N1CCN(c2ccc([N+](=O)[O-])cc2Cl)CC1	23	-1	-5	1	-11	10	1	-1	-1

Laid out differently: entries from further up.
18: Fc1ccc(NC(=S)N/N=C/c2ccc(F)c(F)c2)c(F)c1
19: O=C(NCc1cccs1)Nc1ccc(Cl)cc1
20: CC(C)CC(=O)N1CCN(c2ccc([N+](=O)[O-])cc2Cl)CC1

| assay / compound | 18 | 19 | 20 |
| --- | --- | --- | --- |
| TIM10 inh | 15 | -4 | 23 |
| mIAP block | 16 | -56 | -1 |
| tim10-1 inh | 15 | 25 | -5 |
| hIAP activ | 0.88 | 0.97 | 1 |
| ATG4B inhibitor | -7 | 26 | -11 |
| NALP3 yeast inh | 8 | 32 | 10 |
| mIAP activ | 0.84 | 1.6 | 1 |
| hIAP inh | 12 | 3 | -1 |
| Apaf1 inhib | -2 | 11 | -1 |

The list goes on:
item	compound	TIM10 inh	mIAP block	tim10-1 inh	hIAP activ	ATG4B inhibitor	NALP3 yeast inh	mIAP activ	hIAP inh	Apaf1 inhib
21	O=C(Cn1nnc(-c2ccc(OCc3ccccc3F)cc2)n1)N1CCOCC1	-10	-2	5	1	-20	8	1	-3	-1
22	Cn1cc(CN2CCN(c3ccc(Cl)cn3)CC2)c(-c2ccccc2F)n1	-6	-7	5	1.1	-1	17	1.1	-12	-4
23	COc1cc(C(=O)OCc2ccc(C)cc2)cc(NC(=O)c2cccs2)c1OC	30	10	8	1	-16	-4	0.9	-2	-6
24	Cn1c(=O)c2c(nc(Cc3ccccc3)n2C)n(C)c1=O	-15	3	5	1	4	-4	0.97	-1	0
25	COc1cccc(C2C(C(N)=O)=C(C)Nc3nc(CCCO)nn32)c1OC (stereo not given)	5	-10	17	1.1	-4	3	1.1	-6	-4
26	Fc1ccc(-c2cc(-c3cccs3)cc(-c3ccccc3)n2)cc1	13	10	9	1.1	-12	17	0.9	-10	-3
27	O=C(CCNC(=O)Cn1ccc2ccccc2c1=O)NCc1ccc(F)cc1Cl	11	-1	4	0.94	-19	-5	1	6	-19
28	CCOc1cc(NS(C)(=O)=O)c(OCC)cc1NC(=O)c1cccs1	-6	3	1	1.1	-12	13	0.97	-8	-4
29	CCOc1ccc(S(=O)(=O)N2CCN(C(=O)c3ccc(-n4cncn4)c([N+](=O)[O-])c3)CC2)cc1	3	2	3	1	-7	3	0.98	-3	-1
30	O=C(Cn1ccc2ccccc2c1=O)NCC(=O)N1CCCCC1	-5	-2	15	1	-2	15	1	0	-3
31	COC(=O)/C=C(\C)NC(=O)c1cccs1	-20	-6	-13	1	-5	8	1.1	-4	2
32	Clc1ccc(CN2CCN(c3ncccn3)CC2)cc1Cl	-1	-9	8	1.3	8	22	1.1	-31	1
33	O=C(CSc1nnc(-c2ccc(Cl)cc2)n1CC1CCCO1)NC1CCS(=O)(=O)C1 (stereo not given)	-12	0	-9	1.1	4	3	1	-13	1
34	CC1CCC(CN2CCN=C2N(C)C)CC1 (stereo not given)	3	33	-26	1	0	4	0.67	0	4
35	Cc1nnc(NC(=O)c2ccc(S(=O)(=O)N3CC(C)CC(C)C3)cc2)o1 (stereo not given)	9	-1	21	0.85	1	24	1	15	7
36	CCCCC(C(=O)O)C(C)CC(=O)Nc1cccc(C(=O)O)c1 (stereo not given)	5	-3	2	1	-2	4	1	-2	0
37	COc1cc(NS(=O)(=O)c2csc(C(N)=O)c2)cc(OC)c1	7	6	11	1.1	-3	4	0.94	-9	-1
38	COc1ccc(NC(=O)c2ccc(S(=O)(=O)N3CCOCC3)cc2)c(OC)c1	-20	4	5	1.1	-1	11	0.96	-7	-11
39	CC1CC(C)CN(S(=O)(=O)N2CCCC(C(=O)NCc3ccccc3Cl)C2)C1 (stereo not given)	17	-8	18	1.1	9	-4	1.1	-12	9
40	O=C(O)c1ccccc1-c1ccccc1C(=O)NNc1ccc([N+](=O)[O-])cc1	-18	-1	-12	1	8	-6	1	-3	-8
41	COC(=O)c1sccc1-n1cccc1C(=O)C(=O)N1CC(C)OC(C)C1 (stereo not given)	-1	-9	-18	1.1	2	14	1.1	-12	5
42	Cn1c(=O)[nH]c(=O)c2c1nc(CN1CCN(c3ccccc3F)CC1)n2CC(N)=O	5	-12	-14	0.97	3	11	1.1	3	11
43	O=S(=O)(Nc1ccc2c(c1)OCCO2)c1c(F)cccc1F	18	0	16	0.91	-17	15	1	9	8
44	O=C(Cn1cccc1C(=O)c1ccccc1)NCc1ccco1	12	2	7	1	-8	15	0.98	-1	-2
45	O=C(N/N=C/c1cccn1-c1ccc([N+](=O)[O-])cc1)c1cccnc1	16	2	16	0.94	-11	14	0.97	6	-10
46	O=C(NCc1ccccc1Cl)c1ccccc1CCc1ccccc1	13	-7	39	1.2	29	14	1.1	-24	15
47	CC(C)(C)c1ccc(C(=O)N2CCCCCC2=O)cc1	13	1	16	1	-3	17	0.99	-3	3
48	CC(C(=O)Nc1ccccc1)C(=O)Nc1ccccc1	-12	-9	5	1	-5	17	1.1	-4	-6
49	COc1ccc(S(=O)CC(=O)Nc2ccc(Cl)cc2Cl)cc1 (stereo not given)	-8	-2	19	1	4	15	1	0	5
50	O=C1C=C(c2cccc(O)c2)CCC1	9	-5	1	0.96	4	5	1	4	0
51	CC1CC(=O)N(c2ccc(C(C)C)cc2)C(=O)C1	2	-16	-11	1.2	-10	11	1.2	-25	1
52	Cc1c(NC(=O)/C(C#N)=C/C2CC=CCC2)c(=O)n(-c2ccccc2)n1C (stereo not given)	13	1	31	0.98	1	13	0.99	2	2
53	COc1c(/C=N/NC(=O)[C@H]2C[C@@H]2c2ccccc2)c(CCN(C)C(C)=O)cc2c1OCO2	1	-18	12	1.1	-5	0	1.2	-10	2
54	CCCCCOc1ccc(C(=O)N(Cc2ccco2)C2CCS(=O)(=O)C2)cc1 (stereo not given)	1	4	33	0.89	-6	29	0.96	12	5
55	CCOC(=O)c1[nH]c(C)c(C(=O)N2CCN(c3cccc(Cl)c3)CC2)c1C	21	0	39	0.92	-8	5	0.99	8	3
56	CC(C)C(=O)Nc1sc2c(c1-c1nc3ccccc3[nH]1)CCCC2	10	-13	25	1.1	0	9	1.1	-9	15
57	CCOc1ccc2oc(C(=O)N3CCN(c4ccccc4OCC)CC3)c(C)c2c1	14	-1	30	1.1	7	15	1	-8	24
58	Cc1cc(C)nc(N2CCCC(C(=O)NC3CCCC3)C2)n1 (stereo not given)	-20	4	15	0.95	8	14	0.96	5	-16
59	O=C(O)CC(NC(=O)COc1ccccc1)c1cccc([N+](=O)[O-])c1 (stereo not given)	3	-7	-6	0.98	-4	11	1.1	2	-12
60	Cc1ccc(NC(=O)Cc2ccc(Cl)cc2)cc1S(=O)(=O)N1CCCCCC1	15	-80	21	0.87	-6	13	1.8	13	9
61	CCC(C)[C@H]1COCCS(=O)(=O)N1Cc1ccc(C)cc1 (stereo not given in full)	6	-11	18	1.1	3	9	1.1	-6	7
62	COCCN(C(=O)COC(=O)c1ccc(Cl)s1)c1c(N)n(Cc2ccccc2)c(=O)[nH]c1=O	17	4	8	0.95	-16	7	0.96	5	-1

Screening data from PubChem BioAssay.
